Screens from PubChem.
PriA SSB inh: inhibitors of Klebsiella pneumoniae PriA binding to SSB C-terminal tail, primary screen, biochemical, AlphaScreen; AlphaScreen SSBct-PriA binding, biotinylated peptide; inhibition, % at 33 µM; 430,000 compounds, 0.6% hits; AID 1272365, 2023; in the data active means inhibition mostly above about 37%, no sharp cut-off; inactive means mostly below about 20%;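 further: plate controls were negative control peptide for no effect and reference peptide for full effect; strong numbers were not always called active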
The depositor's hits bear a star; & = joins results of further samples. The list is partial; rates above refer to the full screens.

SMILES	PriA SSB inh
O=[N+]([O-])c1cc(C=NNC(=S)Nc2ccccc2Cl)ccc1Cl	12
Cc1cc(NC(=O)c2ccc(S(=O)(=O)C(C)C)cc2)on1	-7
Nc1ccccc1C(=O)NNC1CC(=O)N(Cc2ccccc2)C1=O (configuration not stated)	-3
COc1ccc(Cl)cc1NC(=O)CSc1nnc(CNC(=O)c2cccc([N+](=O)[O-])c2C)o1	-3
CC(=NNc1ccc([N+](=O)[O-])cc1)c1ccc(N)cc1	35
COc1ccc(-c2ccc(=O)n(CCCNC(=O)c3c(F)cccc3Cl)n2)cc1	-14
CCCOc1ccc(C=NNC(=S)Nc2ccccc2[N+](=O)[O-])c(O)c1	19
CCOC(=O)c1cc(NC(=O)Nc2ccc(I)cc2)c(C)nc1C	8
Cc1cc(Br)ccc1NC(=O)CCC(=O)O	-6
O=C(O)CCC(=O)NCCC1=c2ccccc2=NC1=Cc1c(O)n(Cc2ccc(F)cc2)c(=S)[nH]c1=O	9

Taken from above:
PriA SSB inh with CCOC(=O)c1cc(NC(=O)Nc2ccc(I)cc2)c(C)nc1C → 8
PriA SSB inh with O=C(O)CCC(=O)NCCC1=c2ccccc2=NC1=Cc1c(O)n(Cc2ccc(F)cc2)c(=S)[nH]c1=O → 9
PriA SSB inh with CCCOc1ccc(C=NNC(=S)Nc2ccccc2[N+](=O)[O-])c(O)c1 → 19
PriA SSB inh with Cc1cc(NC(=O)c2ccc(S(=O)(=O)C(C)C)cc2)on1 → -7
PriA SSB inh with CC(=NNc1ccc([N+](=O)[O-])cc1)c1ccc(N)cc1 → 35
PriA SSB inh with COc1ccc(-c2ccc(=O)n(CCCNC(=O)c3c(F)cccc3Cl)n2)cc1 → -14
PriA SSB inh with COc1ccc(Cl)cc1NC(=O)CSc1nnc(CNC(=O)c2cccc([N+](=O)[O-])c2C)o1 → -3

Next records follow.
SMILES	PriA SSB inh
COC(C(=NO)c1ccc(Cl)cc1)c1ccccc1 (configuration not stated)	-6
O=C(Cn1c(-c2ccccn2)nc2ccccc21)Nc1ccccc1F	-15
NCCNC(=S)Nc1ccccc1	-8
CN(C)c1ccc(CCCNS(=O)(=O)c2cccc(Cl)c2)cc1	19
NCCc1ccncc1	7
Cc1nc(SCc2cccc(Cl)c2)[nH]c(=O)c1CC(=O)N1CCc2ccccc2C1	-20&-3
Cc1ccccc1OCC(=O)NCCS(=O)(=O)N1CCN(Cc2ccccc2)CC1	-5
O=C(NNC(=O)c1cccn(Cc2ccc(F)cc2)c1=O)c1ccc([N+](=O)[O-])o1	-4
CC1CCN(C(=O)CSCC(=O)Nc2nc(-c3ccc(Br)cc3)cs2)CC1	2
COc1cccc(-n2nnc3c(N4CCN(C(=O)c5cccs5)CC4)ncnc32)c1	10
O=C(Cn1c2ccc(F)cc2c2ncn(Cc3ccccc3)c(=O)c21)Nc1ccc2c(c1)OCO2	-4
CCOc1ccc(-n2nnc3c(=O)n(CC(=O)N4CCC(Cc5ccccc5)CC4)cnc32)cc1	-10
O=C(Nc1ccc2cn[nH]c2c1)c1cc(-n2ccnc2)ccn1	2
Cc1ccc(N2CCC(CNC(=O)c3ccsc3)CC2)nn1	2
COC(=O)Cn1c(=NC(=O)CSC(C)=O)sc2cc(C(=O)OC)ccc21	-4
Cc1ccccc1C(=O)NCC1CCN(Cc2ccccc2)CC1	-7
CSc1cccc(NC(=O)Cn2nc3c(N4CCC[C@H](C)C4)nccn3c2=O)c1	23
CCN1CCc2c(sc(NC(=O)CCS(=O)(=O)c3ccc(F)cc3)c2C(N)=O)C1	4
O=C(Cn1nc(-c2ccccc2)c2sc(N3CCOCC3)nc2c1=O)Nc1ccccc1F	9
O=C(NCC#CCOc1cccc(C(F)(F)F)c1)c1ccsc1	-16
CC(=O)c1ccc(NC(=O)CSc2ccc(NC(=O)c3ccco3)nn2)cc1	0
Cc1ccc(C)c(Cn2c([C@@H]3CCCO3)nc3ccccc32)c1	8
O=C(NCCN1CCO[C@H](c2ccccc2)C1)C(=O)NCc1ccccc1Cl	-4
Cc1c(C(=O)N2CCN(CC(O)c3cccs3)CC2)cnn1-c1ccccc1 (configuration not stated)	-5
O=C(O)Cn1cnc2ccccc21	-15
CCOC(=O)c1c(NC(=O)CSc2nc(C)nc3sc4c(c23)CCCC4)sc2c1CCC(C)C2 (configuration not stated)	-12
COc1ccc(S(=O)(=O)c2cnc(SCC(=O)NCc3ccc(Cl)cc3)[nH]c2=O)cc1	9
O=C(CSc1nnc(COc2ccc(Cl)cc2Cl)n1-c1ccccc1)c1cccc([N+](=O)[O-])c1	-7
COC1(CNC(=O)Cc2c(C)noc2C)CCSC1 (configuration not stated)	-11
Cc1ccc(-n2c(=O)cc(N3CCC(Cc4ccccc4)CC3)[nH]c2=O)cc1	1
O=S(=O)(NCCn1ccc(-c2ccncc2)n1)c1ccc(C(F)(F)F)cc1	10
Cc1noc(C)c1C(=O)NCc1cncc(-c2cccs2)c1	10
Cn1cnc(S(=O)(=O)NCCN2CCN(c3ccccc3)CC2)c1	8
Cc1ccsc1[C@@H](O)CNC(=O)c1c(F)cccc1F	-19
Cc1ccccc1OCC(=O)NN=Cc1ccco1	-2
O=C(CNC(=O)C1COc2ccccc2O1)NN=Cc1ccc([N+](=O)[O-])cc1 (configuration not stated)	-4
CCc1ccc(S(=O)(=O)NN=Cc2ccc3c(c2)OCO3)cc1	-15
O=C(Nc1nnc(C2CCCCC2)o1)C1=COCCO1	-11
FC(F)(F)CNc1cccnc1	-2&21
Cc1nn(C2CCS(=O)(=O)C2)c2nc(-c3ccccc3)cc(C(=O)Nc3ccc(F)c(F)c3)c12 (configuration not stated)	-9

A draw from above in order of molar mass, ascending:
SMILES	PriA SSB inh
FC(F)(F)CNc1cccnc1	-2&21
Cc1noc(C)c1C(=O)NCc1cncc(-c2cccs2)c1	10
CCc1ccc(S(=O)(=O)NN=Cc2ccc3c(c2)OCO3)cc1	-15
O=C(CNC(=O)C1COc2ccccc2O1)NN=Cc1ccc([N+](=O)[O-])cc1 (configuration not stated)	-4
O=S(=O)(NCCn1ccc(-c2ccncc2)n1)c1ccc(C(F)(F)F)cc1	10

The listing continues.
SMILES	PriA SSB inh
COC(=O)c1sccc1NC(=O)CN1CCCN(Cc2ccccc2)S1(=O)=O	-5
O=c1[nH]nc(-c2cccs2)c2sc(N3CCOCC3)nc12	-5
CSc1ncccc1C(=O)NCc1cncc(-c2cccs2)c1	-8
CCOc1ccccc1C(=O)NCC1CCN(C2CCCC2)CC1	-14
COc1ccc(N2CC(C(=O)NN=Cc3ccc(C)cc3)CC2=O)cc1 (configuration not stated)	8
Cc1cc(NC(=O)C2CCCN(S(=O)(=O)c3cccs3)C2)n(C)n1 (configuration not stated)	7
O=C(CCCS(=O)(=O)c1ccc(F)cc1)Nc1nnc(-c2ccco2)o1	0
COc1ccc(CC(=O)NCc2nn(C)c3c2CCCC3)cc1OC	8
COc1ccccc1NC(=O)C1=C(C)Nc2nc(-c3ccco3)nn2C1c1ccc(F)cc1 (configuration not stated)	2
Oc1c(C=NNc2cccc3cccnc23)ccc2ccccc12	-5
O=C(NCCc1ccoc1)c1cc2ccccc2s1	-13
Cc1cc(-c2ccc(NC(=O)C(c3ccccc3)c3ccccc3)c(C)c2)ccc1NC(=O)C(c1ccccc1)c1ccccc1	-4
O=C(NCc1nn(C2CCCC2)c2c1CCCC2)c1cc(-c2ccco2)on1	-17
COc1ccc2cc(C(=O)NCC3CCN(S(C)(=O)=O)CC3)[nH]c2c1	-25
O=C(Nc1ccc2c(c1)C(=O)NCCO2)c1ccco1	-18
Cc1ccc(Cl)c2sc(N3CCN(C(=O)C4COc5ccccc5O4)CC3)nc12 (configuration not stated)	-7
C#CCn1c(=NC(=O)c2cc([N+](=O)[O-])ccc2Cl)sc2cccc(OC)c21	8
Cc1scc(-c2csc(NCc3ccccc3)n2)c1C	-10
CCOc1ccc(Cc2nnc(NCCN3CCOCC3)[nH]c2=O)cc1	5
CNC(=O)Cc1ccc(NC(=O)c2ccccc2C(F)(F)F)cc1	6
COc1ccccc1/C=C/C(=O)NCC(=O)NN=C(C)c1ccco1	-5
CCOc1ccc(-c2noc(CN3N=NC4C(=O)N(c5ccc(C)c(F)c5)C(=O)C43)n2)cc1OC (configuration not stated)	-9
CCc1nnc(-c2ccc(NC(=O)C3CCCC3)cc2)o1	12
O=C(c1cnccn1)N1CCC[C@@H]1CS(=O)(=O)c1ccccc1	-6
CCCCOc1ccc(C(=O)NCC(=O)N/N=C\c2cccs2)cc1	0
CO[C@@H](CNC(=O)c1cccc(Br)c1)c1cccc(F)c1	-13
COCCc1noc(Cn2cccc(-c3nc(-c4ccsc4)no3)c2=O)n1	-15
COCCn1cc(NC(=O)Nc2ccccc2C(N)=O)c2ccccc21	-10
COc1cccc2c1OC(=NO)C(C(=O)Nc1cccc(Br)c1)C2 (configuration not stated)	9
O=S(=O)(c1cccnc1)N1CCc2oncc2C1	-9
O=C(Cn1cnc2ccccc21)N1CCC(Oc2cnccn2)C1 (configuration not stated)	1
Cc1nn(-c2ccccc2)c(C)c1C=Nn1cnnc1	-3
COC(=O)CS[C@H]1CCN(S(=O)(=O)c2cccc(C(F)(F)F)c2)C1	-11
C=C(C)CN1CCN(c2nc3c(c(=O)[nH]c(=O)n3C)n2Cc2ccc(Cl)cc2Cl)CC1	3
O=C(/C=C/c1ccc([N+](=O)[O-])cc1)NNC(=O)c1ccc(S(=O)(=O)N2CCCCCC2)cc1	11
CCOC(=O)c1ccc(NC(=O)c2coc(NC(=O)c3ccncc3)n2)cc1	-12
COc1ccc(C)cc1NC(=O)[C@@H]1CSCCC(=O)N1	2
COc1ccc(S(=O)(=O)NCC2CCN(S(=O)(=O)c3cccnc3)CC2)cc1F	-16
COc1ccccc1NC(=O)c1cnc(SCC(=O)Nc2cc(C)on2)n(C)c1=O	-16
Cc1cc(O)c(C(c2ccc(F)cc2)N2CCN(c3ccccn3)CC2)c(=O)n1Cc1ccco1 (configuration not stated)	1
S=c1[nH]nc(C2CCCCC2)n1N=Cc1c(Cl)cccc1Cl	-8
Cc1ccccc1COc1cccc(C=NNC(=O)c2nnn(-c3nonc3N)c2C)c1	0
COc1cccc(Cn2c(=O)c3sccc3n(Cc3ccc(OC)c(F)c3)c2=O)c1	-9
Cc1cc(C(=O)NCCn2ccc(-c3ccsc3)n2)c(C)o1	-7
O=C(Nc1ccc(Cl)c(Cl)c1)N(Cc1ccsc1)C1CC1	-1
CCC1SC(=NS(=O)(=O)c2cccs2)N(C2CCCCC2)C1=O (configuration not stated)	-10
Cn1cccc1-c1noc(CNC(=O)Cc2c(F)cccc2Cl)n1	1
O=C(C1=COCCO1)N(CCN1CCOCC1)c1nc2c(F)cccc2s1	5
O=C(NCCN1CCN(c2ccccc2F)CC1)c1c(F)cccc1Cl	-5
COc1ccc(Br)c(C(=O)NCCc2csc(-n3cccn3)n2)c1	9
(next part)
SMILES	PriA SSB inh
NC(=NOC(=O)c1ccccc1)c1ccncc1	-14
Cc1cccc(-n2ncc3c(=O)[nH]c(-n4nc(C)cc4NC(=O)c4cccc(C(F)(F)F)c4)nc32)c1	13
O=C(Nc1nnc2n1CCS2)c1ccc2c(c1)OCO2	-3
CCNC(=O)N1CC(S(=O)(=O)c2ccc(F)cc2)C1	-13
Cc1c(C=NNC(=O)c2ccc(F)cc2)cnn1C	4
O=C(Cc1cccc2ccccc12)N1CC(c2nc(-c3cccnc3)no2)C1	-10
Cc1nn(CC#N)c(=O)c2c1cnn2-c1ccccc1	-7
O=C(CCSc1ccccc1)NCCC(O)c1cccs1 (configuration not stated)	-5
O=C(c1ccccn1)N1CCN(Cc2nc3ccccc3[nH]2)CC1	-13
COC(=O)c1ccccc1C(=O)N1CCC[C@H](Cc2nc(-c3cnccn3)no2)C1	-12

As a working copy, some entries already given:
SMILES	PriA SSB inh
O=C(CCSc1ccccc1)NCCC(O)c1cccs1 (configuration not stated)	-5
O=C(c1ccccn1)N1CCN(Cc2nc3ccccc3[nH]2)CC1	-13
COC(=O)c1ccccc1C(=O)N1CCC[C@H](Cc2nc(-c3cnccn3)no2)C1	-12

3 entries picked at random from the list so far, as already listed:
SMILES	PriA SSB inh
O=C(CCSc1ccccc1)NCCC(O)c1cccs1 (configuration not stated)	-5
CCNC(=O)N1CC(S(=O)(=O)c2ccc(F)cc2)C1	-13
Cc1nn(CC#N)c(=O)c2c1cnn2-c1ccccc1	-7

Following part:
SMILES	PriA SSB inh
C[C@H]1Cc2nc(SCC(=O)NC3CCCCC3)n(C)c(=O)c2S1	-8
CC(=NNC(=O)c1ccn(C)n1)c1ccc(NC(=O)C2CCCC2)cc1	-18
O=C(CNc1n[nH]c(=O)[nH]c1=O)NN=Cc1cccnc1	4
O=C(COc1ccc2ccccc2c1)NCC1CCN(Cc2cccs2)CC1	-9&-8
O=C(NN=Cc1cccc(OCc2ccccc2)c1)c1ccc(Br)o1	2
Cc1ccc2nc(C3CN(S(=O)(=O)c4ccc(OC(F)(F)F)cc4)C3)[nH]c2c1	-6
O=C(NCc1ccco1)c1nnn(-c2ccccc2)c1CSc1ncccn1	6
Clc1ccc2nc(NCC3CCCO3)sc2c1 (configuration not stated)	-4&23
O=C(Cn1cnc2ccccc21)N/N=C\c1ccc(Cl)cc1Cl	8
COc1cc(C=NNC(=O)COc2ccccc2C)ccc1OC(=O)c1cccs1	-3
O=C(Nc1nc(-c2ccccn2)cs1)c1ccc(Oc2ccc(C(=O)Nc3nc(-c4ccccn4)cs3)cc2)cc1	25
O=C(NC1CCCCC1)c1sccc1S(=O)(=O)N1CCN(c2ccc(Cl)cc2)CC1	-20
Cc1ccc(C(CNS(=O)(=O)C2CC2)OCCO)cc1 (configuration not stated)	-12
O=C1C(=O)N(CCOCCO)C(c2ccccn2)C1=C(O)c1ccccc1 (configuration not stated)	-7
CN1CCN(NC(=O)C2CCN(c3cc(-n4ccc5ccccc54)ncn3)CC2)CC1	1
CCOc1ccc(N2CCn3c(SC)nnc32)cc1	-9
CS(=O)(=O)c1cccc(-c2nnc(NC(=O)CN3C(=O)c4ccccc4C3=O)o2)c1	-17
Cc1cc(C)nc(NC(=O)c2ccc(S(=O)(=O)N3CCCCC3)cc2)n1	-17&6
Cc1ccc(NC(=O)CC2CCCCN2S(=O)(=O)c2ccccc2)cc1C (configuration not stated)	14
COc1ccc(C[C@](C)(O)CNC(=O)CCc2ccc(C(F)(F)F)cc2)cc1	-1
CSc1cccc2sc(NC(=O)Nc3ccccc3C(F)(F)F)nc12	-3
Cc1cc(N2CCOCC2)nc(Nc2ccc(NS(=O)(=O)c3ccc4nc(C)sc4c3)cc2)n1	-9
